# mcGAS lum = inhibitors of mouse cGAS; 0.15% of 160,000 active; AID 1259399; Q8C6L5; inhibition, % at 12.5 µM; recombinant cGAS, Kinase-Glo ATP depletion luminescence;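 note: 0% = negative control wells and 100% = reference inhibitor with no enzyme activity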
# hcGAS lum = inhibitors of human cGAS; 0.081% of 290,000 active; Q8N884; recombinant h-cGAS, ATP depletion, Kinase-Glo luminescence; inhibition, % at 12.5 µM;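 note: 0% = vehicle reaction and 100% = reaction without DNA for no activity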
# Target sequence (Q8N884 whole entry, looked up): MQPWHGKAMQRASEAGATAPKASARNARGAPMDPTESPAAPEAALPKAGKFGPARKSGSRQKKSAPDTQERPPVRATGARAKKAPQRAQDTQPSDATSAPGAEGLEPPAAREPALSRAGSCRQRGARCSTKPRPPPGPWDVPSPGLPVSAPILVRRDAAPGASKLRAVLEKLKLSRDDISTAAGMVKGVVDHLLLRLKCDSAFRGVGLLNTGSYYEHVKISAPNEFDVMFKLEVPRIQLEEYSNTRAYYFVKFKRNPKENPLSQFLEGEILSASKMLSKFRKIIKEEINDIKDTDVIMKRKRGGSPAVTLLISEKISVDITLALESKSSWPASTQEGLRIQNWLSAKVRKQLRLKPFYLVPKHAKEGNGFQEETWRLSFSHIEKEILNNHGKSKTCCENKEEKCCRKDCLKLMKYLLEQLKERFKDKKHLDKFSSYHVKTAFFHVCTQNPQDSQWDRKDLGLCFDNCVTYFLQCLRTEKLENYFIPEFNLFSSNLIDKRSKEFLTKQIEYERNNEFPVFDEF
# NPYLR7 agonist = activates Aedes aegypti NPYLR7 receptor | 0.15% of 270,000 active | activation, % at 10 µM | HEK293T NPYLR7/Galpha15, GCaMP6s calcium fluorescence; in the data active = activation above about 40%;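 note: 0% = vehicle and 100% = reference agonist at the receptor; some compounds past the cut are filed as inactive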
# Active calls of the source: *; . = no result given. Cut-off read from the data, not from the text of the source, unless noted: active = inhibition above about 40%; inactive = the rest.
SMILES,mcGAS lum,hcGAS lum,NPYLR7 agonist
CCOC(=O)c1ccc2c(c1)nc(SCC(=O)NCc1cccs1)n2Cc1ccc(C(F)(F)F)cc1,-8,-8,4
COc1ccc(CN2N=NC3C(=O)N(c4ccc(OC)c(Cl)c4)C(=O)C32)cc1 (stereo not drawn),16,3,-6
COC(=O)CN(C)C(=O)C1CCC(=O)N(C2CCCC2)C1 (stereo not drawn),-8,-1,0
Cc1cccn2c(=O)nc(SCc3cccc([N+](=O)[O-])c3)nc12,.,-16,2
FC(F)(F)c1cccc(Cn2cccc2CN(Cc2ccccc2)C2CCCCC2)c1,-4,-7,.
Cc1nn2c(NCCN(C)C)c3c(nc2c1-c1ccccc1)CCCC3,-5,-2,3
CCOC(=O)c1c(C)nn(-c2ccc(C(=O)NCC(c3ccccc3)c3ccccc3)cc2)c1C,-5,-7,-8
Cc1nnsc1CN(C)C(=O)COc1ccc(F)cc1,.,-3,0
O=C(c1ccc(Cl)c([N+](=O)[O-])c1)c1ccc(Cl)c([N+](=O)[O-])c1,.,-3,7
COc1cccc(C2CC(c3ccc(Br)cc3)=NN2C(C)=O)c1OC (stereo not drawn),.,-10,-4
CC(=O)C(C)Sc1nnc(-c2ccc(Cl)cc2)n1CC(=O)O (stereo not drawn),.,-9,3
O=C(Cn1cc([N+](=O)[O-])cn1)NCC1CCCO1 (stereo not drawn),.,-9,2
Cc1ccc[n+](C(C)C(=O)c2ccc(Cl)cc2)c1 (stereo not drawn),.,-6,12
COCCN(Cc1ccc(OS(=O)(=O)c2ccc(F)cc2)cc1)C(=O)Nc1ccc(OC)cc1OC,-5,0,6
CCc1c(C(=O)NCCN(C)C)cnn1-c1ccccc1,-5,-4,16
Cc1nnc(SCC(=O)Nc2c(C)cnn2Cc2ccccc2Cl)s1,-17,-8,-5
Cc1ccccc1NC(=O)C1CCCN1c1ncnc2ccccc12 (stereo not drawn),.,-3,1
CN(C)C(=O)C1=CCN(C(=O)NC2CCCCC2)CC1,-1,2,.
CCOc1ccc(-n2nnnc2CN2CCN(C(=O)C3CC3)CC2)cc1,-8,-5,1
Cc1n[nH]c(C)c1CCC(=O)N1C[C@@H]2[C@@H]3CC[C@@H](C3)[C@@H]2C1,-14,-12,.
CC(C(N)=O)n1cc(Br)cn1 (stereo not drawn),-7,-2,2
CCc1nc2ccc(C(=O)N3CCN(C)CC3)cn2c1N(CC)C(=O)CCC1CCCC1,-3,-5,17
CCOC(=O)c1cc(-c2cccc(NC(=O)C3CCN(C(C)=O)CC3)c2)n(-c2ccccc2F)n1,-5,-8,25
Cc1ccc(C(=O)NCC(=O)Nc2ccccn2)cc1C,-6,-5,7
CCCN1CCC(C(=O)NC(c2cccnc2)c2ccc3c(c2)OCO3)CC1 (stereo not drawn),-4,-6,45
COC(=O)c1cccc(NC(=O)NC2CCCN2S(=O)(=O)c2ccc(Cl)cc2)c1 (stereo not drawn),.,-2,0
O=C(NCCc1c[nH]c2ccccc12)c1ccc(CSc2ccc3ccccc3n2)cc1,-5,-4,-2
CN1CCC(OCCCn2cnc(-c3ccccc3)c2-c2ccncc2)CC1,-5,-2,14
CCSc1nnc2c(n1)OC(c1ccccn1)Nc1ccc(Br)cc1-2 (stereo not drawn),.,6,16
Cc1cccc(S(=O)(=O)NC(=O)C2(C)CCN2C(=O)C2(c3ccc(Cl)cc3)CCC2)c1 (stereo not drawn),.,-7,0
COc1cc(-c2ccnc(N3CCN(C(=O)c4ccccc4OC(F)(F)F)CC3)n2)cc(OC)c1OC,-7,-9,17
c1ccc(COc2ccccc2OCCNCCN2CCOCC2)cc1,.,-17,14
CCc1nnc(-c2ccc(OC)c(I)c2)o1,.,1,2
CCc1nc(Cn2ccnc2-c2cnc(NC(C)C)nc2)no1,-9,-6,.
COc1ccccc1-n1c(-c2ccc(Cl)cc2)cc(C(=O)NCCCN2CCOCC2)c1C,-2,-2,-8
CCNC(=O)N(CC(=O)N(CCc1ccc(OC)c(OC)c1)Cc1ccc(C)o1)C1CCCCC1,0,3,1

# Taken from the results shown, 25 compounds:
SMILES,mcGAS lum,hcGAS lum,NPYLR7 agonist
O=C(c1ccc(Cl)c([N+](=O)[O-])c1)c1ccc(Cl)c([N+](=O)[O-])c1,.,-3,7
COc1cccc(C2CC(c3ccc(Br)cc3)=NN2C(C)=O)c1OC (stereo not drawn),.,-10,-4
CC(=O)C(C)Sc1nnc(-c2ccc(Cl)cc2)n1CC(=O)O (stereo not drawn),.,-9,3
O=C(Cn1cc([N+](=O)[O-])cn1)NCC1CCCO1 (stereo not drawn),.,-9,2
Cc1ccc[n+](C(C)C(=O)c2ccc(Cl)cc2)c1 (stereo not drawn),.,-6,12
COCCN(Cc1ccc(OS(=O)(=O)c2ccc(F)cc2)cc1)C(=O)Nc1ccc(OC)cc1OC,-5,0,6
CCc1c(C(=O)NCCN(C)C)cnn1-c1ccccc1,-5,-4,16
Cc1nnc(SCC(=O)Nc2c(C)cnn2Cc2ccccc2Cl)s1,-17,-8,-5
Cc1ccccc1NC(=O)C1CCCN1c1ncnc2ccccc12 (stereo not drawn),.,-3,1
CN(C)C(=O)C1=CCN(C(=O)NC2CCCCC2)CC1,-1,2,.
CCOc1ccc(-n2nnnc2CN2CCN(C(=O)C3CC3)CC2)cc1,-8,-5,1
Cc1n[nH]c(C)c1CCC(=O)N1C[C@@H]2[C@@H]3CC[C@@H](C3)[C@@H]2C1,-14,-12,.
CC(C(N)=O)n1cc(Br)cn1 (stereo not drawn),-7,-2,2
CCc1nc2ccc(C(=O)N3CCN(C)CC3)cn2c1N(CC)C(=O)CCC1CCCC1,-3,-5,17
CCOC(=O)c1cc(-c2cccc(NC(=O)C3CCN(C(C)=O)CC3)c2)n(-c2ccccc2F)n1,-5,-8,25
Cc1ccc(C(=O)NCC(=O)Nc2ccccn2)cc1C,-6,-5,7
CCCN1CCC(C(=O)NC(c2cccnc2)c2ccc3c(c2)OCO3)CC1 (stereo not drawn),-4,-6,45
COC(=O)c1cccc(NC(=O)NC2CCCN2S(=O)(=O)c2ccc(Cl)cc2)c1 (stereo not drawn),.,-2,0
O=C(NCCc1c[nH]c2ccccc12)c1ccc(CSc2ccc3ccccc3n2)cc1,-5,-4,-2
CN1CCC(OCCCn2cnc(-c3ccccc3)c2-c2ccncc2)CC1,-5,-2,14
CCSc1nnc2c(n1)OC(c1ccccn1)Nc1ccc(Br)cc1-2 (stereo not drawn),.,6,16
Cc1cccc(S(=O)(=O)NC(=O)C2(C)CCN2C(=O)C2(c3ccc(Cl)cc3)CCC2)c1 (stereo not drawn),.,-7,0
COc1cc(-c2ccnc(N3CCN(C(=O)c4ccccc4OC(F)(F)F)CC3)n2)cc(OC)c1OC,-7,-9,17
c1ccc(COc2ccccc2OCCNCCN2CCOCC2)cc1,.,-17,14
CCc1nnc(-c2ccc(OC)c(I)c2)o1,.,1,2

# (further entries)
SMILES,mcGAS lum,hcGAS lum,NPYLR7 agonist
CC1CN(c2cc(Cl)nc(SCC(=O)NCc3ccc4c(c3)OCO4)n2)CCN1C(=O)c1ccc(F)cc1 (stereo not drawn),-4,-6,-7
O=C(NC1CCCCC1)C12CC3CC(CC(C3)C1)C2,-5,-7,2
Cc1cccc(Nc2ncnc(N)c2[N+](=O)[O-])c1,.,-6,1
COc1ccc(CNc2ncnc3[nH]ncc23)cc1,.,-1,10
Cc1ccc(NC(=O)N(CC(=O)N(Cc2ccccc2)Cc2ccc(C)s2)CC2CCCO2)c(C)c1 (stereo not drawn),-4,-3,18
C=C(C)COc1ccccc1C(=O)NCc1noc(-c2cccs2)n1,.,-9,0
O=S(=O)(c1ccc(Br)cc1)N1CCc2nc(-c3ccccc3)nc(N3CCCC3)c2C1,-6,-19,-9
CCC(C)C(NC(=O)Nc1ccc([N+](=O)[O-])cc1)C(=O)Nc1nnc(-c2cccc(OC)c2)s1 (stereo not drawn),-6,-7,-4
CN(CC(=O)N1CCN(S(=O)(=O)c2ccc(F)cc2)CC1)Cc1nc2ccccc2c(=O)[nH]1,.,-7,6
O=C(NCc1ccccn1)C(C1CCCC1)N1CCN(C(=O)c2cccs2)CC1 (stereo not drawn),-3,-4,-7
COc1ccc(OC)c(-c2c(Nc3ccc(C)cc3C)oc3c2c(=O)n(C)c(=O)n3C)c1,-9,-5,-1
CCn1c(=O)n(CC(=O)N(C)CC(=O)Nc2c(C)cc(C)cc2C)c2ccccc21,.,-10,-2

# Random excerpt: 2 records from the list, in no set order.
SMILES,mcGAS lum,hcGAS lum,NPYLR7 agonist
O=C(NCc1ccccn1)C(C1CCCC1)N1CCN(C(=O)c2cccs2)CC1 (stereo not drawn),-3,-4,-7
CCn1c(=O)n(CC(=O)N(C)CC(=O)Nc2c(C)cc(C)cc2C)c2ccccc21,.,-10,-2

# (further entries)
SMILES,mcGAS lum,hcGAS lum,NPYLR7 agonist
CCCCc1nc(N2CCCN(C(=O)N(C)C)CC2)c2c(C)nn(-c3ccc(F)cc3)c2n1,-3,-3,8
CC(NC(=O)C1COC2(CCCCC2)N1C(=O)Cc1cccs1)c1ccccc1 (stereo not drawn),-1,0,-1
CC1CN(CC2CCCN2C(=O)c2csc3cncn23)CC(C)O1 (stereo not drawn),.,-8,-1
O=C(CSc1nc2ccccc2[nH]1)Nc1cccc(C(F)(F)F)c1,-5,-4,-1
CC(=O)Nc1ccc(S(=O)(=O)Nc2ccc(CC(=O)N3CCOCC3)cc2)c(C)c1,.,-4,-5
Cc1cc(N2CCCN(Cc3c(F)cccc3Cl)CC2)ccn1,1,-2,1
COc1ccc(CC2CCN(S(=O)(=O)c3cccc(C)c3)CC2)cc1,-8,-7,15
CCOCC(=O)Nc1scc2c(C(=O)OCC)nn(-c3ccc(C(F)(F)F)cc3)c(=O)c12,-3,2,-3
O=C(NCCc1ccco1)c1ccc(C2SCCS2)cc1,-4,-4,3
Cc1ccc(-c2nn(CC(=O)NCC(C)C)cc2Br)cc1,.,-9,9
COCCN(Cc1nc(C(=O)NC(c2ccccc2)c2ccccc2)cs1)C(=O)Nc1ccc(C(C)C)cc1,-5,-1,24
CC(C)CC(=O)N(CC(=O)N1CCc2sccc2C1COc1ccc(Cl)cc1)C1CC1 (stereo not drawn),-4,-3,-1
O=S1(=O)CCC(c2nc(-c3ccc(N4CCCCC4)cc3)no2)C1 (stereo not drawn),-1,3,0
CC(C(=O)N(C)c1ccccc1)n1cccn1 (stereo not drawn),.,-5,5
CCOC(=O)C(Cc1ccccc1)N(Cc1cc(Br)ccc1OCC)C(=O)CCCCn1ccnc1CO (stereo not drawn),-5,-4,-1
CCOC(=O)c1nn(-c2ccc(C)cc2)c(=O)cc1OS(=O)(=O)c1ccc(Cl)cc1,-4,-9,-1
FC(F)(F)Oc1cccc(-c2cc(N3CCN(c4ccccn4)CC3)n3nccc3n2)c1,-3,-8,-7
O=C(NC(c1ccc(Cl)cc1)c1cccnc1)C1CCN(CCCc2ccccc2)CC1 (stereo not drawn),-1,-3,12
O=C1C2C(c3ccc(F)cc3)NC(Cc3ccccc3)(C(=O)O)C2C(=O)N1c1ccc(F)cc1 (stereo not drawn),-7,-4,17
O=C1NC(=S)C(=Cc2ccc(-c3ccc(F)cc3)o2)S1,6,-8,3
CCC(C)n1cnc2c(nnn2CC)c1=O (stereo not drawn),.,-1,-1
Cc1[nH]ncc1C(=O)O,-6,-2,3
Cc1ccc(/C(=C\N2CCOCC2)S(=O)(=O)c2ccc(C)cc2)cc1,.,-4,-5
O=C(CSc1c[nH]c2ccccc12)N1CCOCC1,.,-4,1
Clc1ccc(-c2nc3ncc(Br)cc3[nH]2)cc1,-7,-10,11
O=C(CSc1cc(-c2ccccc2)ncn1)N1CCCC1,.,-8,4
CC(NC(=O)CCl)c1cccc2ccccc12 (stereo not drawn),.,0,3
NS(=O)(=O)c1cc(C(=O)NCC(F)(F)F)ccc1Cl,.,-7,2
CC1CCC2(CC1)NC(=O)N(CC(=O)N1CCC3CCCCC3C1)C2=O (stereo not drawn),.,3,0
CCOC(=O)c1c(CN2CCN(c3ccccc3)CC2)n(-c2ccccc2)c2cc(Br)c(O)cc12,-5,-4,-12
COc1ccc(Br)cc1C=NN1CCN(C)CC1,-5,-6,2
O=C(c1cn(-c2ccccc2)nn1)N1CCCC(c2nc3ccccc3[nH]2)C1 (stereo not drawn),.,-3,-18
O=C(O)CN1C(=O)/C(=C\c2ccccc2OCc2ccc(Cl)cc2)SC1=S,-6,-3,13
Cc1nn(C)c(C)c1S(=O)(=O)N1CCN(C(c2ccccc2)c2ccc(F)cc2)CC1 (stereo not drawn),-6,-12,32
Cn1nc([N+](=O)[O-])nc1Oc1cccc2cccnc12,-4,-9,16
NS(=O)(=O)c1ccc(NC(=O)CSc2nnc3sc4ccccc4n23)cc1,-1,-2,-8

# Screening results: PubChem BioAssay, Fisher Drug Discovery Resource Center
